Screening results: PubChem, Broad Institute
RAD52 inh = RAD52 DNA annealing inhibitors, primary screen, biochemical, FRET, single point, set 2 | DNA repair protein RAD52 homolog (Homo sapiens), P43351 | recombinant RAD52 DNA annealing, FRET fluorescence | inhibition, % at 18.7 µM | 360,000 compounds, 0.46% hits | AID 651710, 2012;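 active = every replicate showing at least 50% inhibition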
RAD54 branch = inhibitors of human RAD54 branch migration, primary screen, biochemical, fluorescence, single point; DNA repair and recombination protein RAD54-like (Homo sapiens), Q92698; RAD54 Holliday junction branch migration, FAM/BHQ fluorescence; inhibition, % at 10.4 µM; 360,000 compounds, 0.14% hits; AID 602329, 2012;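 active = mean normalized replicate activity at least 40 and at least half of replicates scoring 40 or more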;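 also: 0% = median of neutral control wells and 100% = median of positive control wells; inhibitors cause a drop in the FAM fluorescence signal; in these data hits start at about 50%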
Target sequence (Q92698 whole entry, looked up): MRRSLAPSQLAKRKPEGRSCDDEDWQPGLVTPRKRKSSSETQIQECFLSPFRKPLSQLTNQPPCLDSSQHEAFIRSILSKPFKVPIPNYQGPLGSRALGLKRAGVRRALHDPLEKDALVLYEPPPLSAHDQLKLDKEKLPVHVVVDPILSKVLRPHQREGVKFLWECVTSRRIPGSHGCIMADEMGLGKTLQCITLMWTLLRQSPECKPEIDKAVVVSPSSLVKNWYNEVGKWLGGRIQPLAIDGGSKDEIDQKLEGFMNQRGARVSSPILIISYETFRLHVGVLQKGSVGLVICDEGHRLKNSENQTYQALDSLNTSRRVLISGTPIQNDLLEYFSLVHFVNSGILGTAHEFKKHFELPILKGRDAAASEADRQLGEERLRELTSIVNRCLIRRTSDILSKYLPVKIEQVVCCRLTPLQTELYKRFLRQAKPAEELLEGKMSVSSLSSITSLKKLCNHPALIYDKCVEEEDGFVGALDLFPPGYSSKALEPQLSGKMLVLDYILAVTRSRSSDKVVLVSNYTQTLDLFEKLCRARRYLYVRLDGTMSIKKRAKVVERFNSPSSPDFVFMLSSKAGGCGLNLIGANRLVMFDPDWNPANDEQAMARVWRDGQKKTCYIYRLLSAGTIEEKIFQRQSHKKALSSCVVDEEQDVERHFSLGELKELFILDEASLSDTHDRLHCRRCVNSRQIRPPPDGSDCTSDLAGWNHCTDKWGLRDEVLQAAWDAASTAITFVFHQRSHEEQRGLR
Xi reactivation = activators of inactive X chromosome reactivation, primary screen, imaging, XiGFP fibroblasts, GFP high-content imaging, set 2. XiGFP mouse fibroblasts, % GFP-positive cells imaging, 3 d; cells co-treated with 5-aza-dC sensitizer; scaled so ellipticine positive control = 100%. activation, % at 7.58 µM. AID 743238, 2013. 360,000 compounds, 0.055% hits;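 active = mean normalized replicate activation at least 10% and every replicate at or above 10%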;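 also: 0% = median of on-plate neutral control wells and 100% = ellipticine 6 µM median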
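System: 68-5-11 XiGFP fibroblast line | Buffer or medium: DMEM containing 5-aza-dC | Compound: Single point | Times: Compounds 3 days, fix/stain 15 min at room temperature | Benchmarks: Positive control ellipticine, 6 µM final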
F508del corr = F508del CFTR correction, initial screen, CFBE line, single point. CFBE cells, YFP halide quenching; stimulated with forskolin plus potentiator P3; % fluorescence drop versus neutral controls. activity (quench increase), % at 7.58 µM. 350,000 compounds, 0.36% hits;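 active = mean added fluorescence quench of at least 8% versus neutral control, with both replicates also reaching 8%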;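 also: cells transiently co-express mutant CFTR-F508del with the halide-sensitive YFP; corrector assay measuring rescue of mutant channel to the surface after 24 h compound exposure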
ERAP1 HTS inh = human ERAP1 aminopeptidase inhibitors, primary screen, biochemical, single point, plate reader | recombinant ERAP1, Leu-AMC fluorescence, 60 min | 340,000 compounds, 0.15% hits | Endoplasmic reticulum aminopeptidase 1 (Homo sapiens), Q9NZ08 | inhibition, % at 10.7 µM;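 active = mean replicate inhibition of at least 30%, or all replicates individually reaching that 30% level; inactive = mean below 30% and not every replicate reaching it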;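 also: 0% = neutral control wells and 100% = L-leucinethiol positive control wells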
GSIS activator = GLuc luminescence reporter in INS-1E cells, primary screen for activators of glucose-dependent secretion of insulin; INS-1E GLuc reporter insulin secretion, 2-3 h; activation, % at 16.6 µM; 370,000 compounds, 0.61% hits;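 active = lowest replicate activation of at least 40%, so every replicate reaches that level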;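 also: 0% = median of neutral control wells and 100% = median of IBMX positive control wells; some compounds called inactive have numbers as strong as hits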
ARNT TACC3 PPI = disruptors of ARNT/TACC3 protein interaction, primary screen, biochemical, AlphaScreen, single concentration. inhibition, % at 9.99 µM. Transforming acidic coiled-coil-containing protein 3 (Homo sapiens), Q9Y6A5. AlphaScreen His-ARNT PAS-B/GST-TACC3 binding, luminescence; TACC3 fragment carries E629A point mutation. 390,000 compounds, 0.66% hits;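 active = mean inhibition of replicates at least 50% and at least half of replicates each reaching 50%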;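 also: 0% = complete ARNT plus TACC3 wells and 100% = ARNT alone without TACC3; many hits fall short of the cut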
esBAF inh = Bmi1 luciferase reporter increase in mESCs, primary screen, esBAF inhibitor project, mouse ES cells, Bmi1 luciferase knock-in, single point | 350,000 compounds, 2% hits | 24 h; 100% = twice the neutral-well signal | reporter increase, % at 12.5 µM; in the data active = activation above about 40%;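 also: 0% = median of the plate's neutral control wells and 100% = double that signal; a rise in the Bmi1 reporter signal indicates esBAF inhibition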
An asterisk follows results filed as active; i = inactive; / = no result given.

The opening seven records (preview)
SMILES	RAD52 inh	RAD54 branch	Xi reactivation	F508del corr	ERAP1 HTS inh	GSIS activator	ARNT TACC3 PPI	esBAF inh
O=C(CN1C(=O)c2ccccc2C1=O)Nc1cccc2cccnc12	-8	3	0.0	-3.2	1	/	-7	-7
O=C(Nc1ccc(Br)cc1F)c1nc[nH]c1C(=O)N1CCc2ccccc2C1	-15	8	0.2	-1.6	/	-16	/	0
CC[n+]1c(/C=C/c2c[nH]c3ccccc23)ccc2cc(C)ccc21	i	/	103*	5.3	14	-79	27	/
CC(=O)Nc1ccc(Nc2ncnc3c2nnn3Cc2ccccc2Cl)cc1	-4	-8	-0.1	-4.2	1	-9	4	11
C[C@H](CO)N1C[C@H](C)[C@@H](CN(C)Cc2cccc(F)c2)Oc2ncc(Br)cc2C1=O	-3	-7	0.5	1.5	3	0	-6	-5
CC(=O)Cc1nsc(NC(=O)c2ccco2)n1	2	5	/	1.0	3	-1	2	3
C[C@@H]1CN([C@@H](C)CO)C(=O)Cc2cc(NC(=O)C3CCCCC3)ccc2O[C@H]1CN(C)Cc1ccc(Oc2ccccc2)cc1	-30	0	0.1	-4.3	-3	-13	/	5

The listing, from the first entry:
SMILES	RAD52 inh	RAD54 branch	Xi reactivation	F508del corr	ERAP1 HTS inh	GSIS activator	ARNT TACC3 PPI	esBAF inh
O=C(CN1C(=O)c2ccccc2C1=O)Nc1cccc2cccnc12	-8	3	0.0	-3.2	1	/	-7	-7
O=C(Nc1ccc(Br)cc1F)c1nc[nH]c1C(=O)N1CCc2ccccc2C1	-15	8	0.2	-1.6	/	-16	/	0
CC[n+]1c(/C=C/c2c[nH]c3ccccc23)ccc2cc(C)ccc21	i	/	103*	5.3	14	-79	27	/
CC(=O)Nc1ccc(Nc2ncnc3c2nnn3Cc2ccccc2Cl)cc1	-4	-8	-0.1	-4.2	1	-9	4	11
C[C@H](CO)N1C[C@H](C)[C@@H](CN(C)Cc2cccc(F)c2)Oc2ncc(Br)cc2C1=O	-3	-7	0.5	1.5	3	0	-6	-5
CC(=O)Cc1nsc(NC(=O)c2ccco2)n1	2	5	/	1.0	3	-1	2	3
C[C@@H]1CN([C@@H](C)CO)C(=O)Cc2cc(NC(=O)C3CCCCC3)ccc2O[C@H]1CN(C)Cc1ccc(Oc2ccccc2)cc1	-30	0	0.1	-4.3	-3	-13	/	5
Cc1[nH]c2ccccc2c1CN1CCc2ccccc2C1	/	-4	/	/	/	-34	-12	0
Nc1c(Cl)cc(-c2cn(CCC(=O)O)c(-c3ccc(Cl)nc3)n2)cc1Cl	-21	2	0.1	2.6	3	9	7	4
O=C(Cn1ccc(NC(=O)OCc2ccccc2)nc1=O)NCCCn1ccnc1	-9	-3	0.0	-1.7	-3	8	0	-3
C[C@@H]1CCCCO[C@H](CN(C)Cc2ccc3c(c2)OCO3)[C@@H](C)CN([C@@H](C)CO)C(=O)c2cc(NC(=O)c3ccncc3)ccc2O1	2	4	0.1	-0.7	3	0	-10	1
C[C@@H]1CN([C@@H](C)CO)S(=O)(=O)c2ccc(C#Cc3ccccn3)cc2O[C@H]1CN(C)C(=O)C1CC1	-7	-1	-0.3	2.1	-3	-11	22	2
O=C(Nc1ccn(CCCNCc2ccc3c(c2)OCO3)c(=O)n1)OCc1ccccc1	-22	-4	0.0	-0.2	0	-32	6	-5
C=CCSC1=N/C(=C\c2cc(OCC)c(OC(C)=O)c([N+](=O)[O-])c2)C(=O)S1	/	/	0.2	/	/	-37	6	4
CC(NC(=O)CCCc1nnc2n(C)c(=O)c3sccc3n12)c1ccccc1 (stereo not given)	-9	0	0.1	-1.4	1	-2	11	-5
CCCSc1nnc(CNS(=O)(=O)c2ccc(C)cc2)n1C	-13	-15	-0.1	-1.0	0	25	25	-5
CCC(=O)N(C)C[C@@H]1Oc2cc(-c3cccnc3)ccc2S(=O)(=O)N([C@H](C)CO)C[C@@H]1C	4	-3	-0.8	-1.4	0	13	-7	-1
O=C(c1cc([N+](=O)[O-])cc([N+](=O)[O-])c1)N1CCCc2ccccc21	-11	/	-0.2	-3.7	-1	15	-5	/
O=C(Cc1c(Cl)cccc1Cl)Nc1ccncc1	-13	-13	0.0	-1.1	-7	13	-4	-3
Oc1ccc(C[C@@H]2CNC(=S)N2CCc2cc(C(F)(F)F)cc(C(F)(F)F)c2)cc1	6	5	-0.3	-0.2	-3	-29	3	-11
O=C(O)c1[nH]c2ccccc2c1C(c1ccccc1)c1c(C(=O)O)[nH]c2ccccc12	-13	1	0.1	-3.5	24	14	-2	-1
Cc1ccc(NC(=O)CC2C(=O)OCC3CCCCN32)cc1Cl (stereo not given)	-6	-5	-0.1	-0.8	-1	-4	-3	0
Cc1nn2c(=O)[nH]cnc2c1Cl	-19	-8	0.2	-1.7	0	9	/	-4
COC(=O)c1ccc(NS(=O)(=O)c2cc(-c3cc(C)no3)ccc2OC)cc1	-25	-7	0.0	6.1	3	-3	6	-13
O=C(Nc1ccccc1F)N1CC(=O)N2[C@H](CO)[C@@H](c3ccc(-c4ccccc4)cc3)[C@H]2C1	-3	/	0.0	-1.1	-1	15	/	/

Brought forward from above: two compounds, then new ones.
SMILES	RAD52 inh	RAD54 branch	Xi reactivation	F508del corr	ERAP1 HTS inh	GSIS activator	ARNT TACC3 PPI	esBAF inh
COC(=O)c1ccc(NS(=O)(=O)c2cc(-c3cc(C)no3)ccc2OC)cc1	-25	-7	0.0	6.1	3	-3	6	-13
O=C(Nc1ccccc1F)N1CC(=O)N2[C@H](CO)[C@@H](c3ccc(-c4ccccc4)cc3)[C@H]2C1	-3	/	0.0	-1.1	-1	15	/	/
COc1nc(C)cc(C)c1S(=O)(=O)c1ccc(Cl)cc1	-16	-1	0.0	-0.3	2	6	-7	-3
O=C(Nc1ccc2c(c1)OCO2)C1CCCCN1S(=O)(=O)c1ccccc1 (stereo not given)	/	2	/	/	/	-10	-10	8
C[C@H](NC(=O)C1CCN(S(=O)(=O)c2ccccc2)CC1)C(=O)NCc1ccco1	-20	/	0.2	-0.3	-1	4	/	-8
C/C=C/c1ccc([C@H]2[C@@H](CO)N[C@@H]2CNC(=O)C2CCCC2)cc1	-24	/	0.4	2.1	1	-13	/	/
O=C(COc1cccc2c1CCN(Cc1ccccc1)C2=O)NCc1ccco1	-15	1	-0.1	/	1	-2	22	/
Cc1ccc(NC(=O)C2CCN(S(=O)(=O)c3ccc(C(C)(C)C)cc3)CC2)cc1S(=O)(=O)N1CCOCC1	1	5	0.0	0.5	-1	-21	-5	4
COc1cccc(-c2nc(C=O)cs2)c1	-4	/	0.0	2.6	-4	-8	/	/
CCOC(=O)C1CCCN(S(=O)(=O)c2cc3c4c(c2)CCN4C(=O)CC3)C1 (stereo not given)	-9	2	0.1	-0.4	-4	22	-2	5
COC(=O)c1ccc(N2C(=O)C3CC=CC(C)C3C2=O)cc1 (stereo not given)	-27	2	0.0	0.4	-1	3	-7	1
Cn1c(=O)c2ncn(CC(=O)N/N=C/C=C/c3ccccc3)c2n(C)c1=O	-7	/	0.0	1.0	-3	2	-5	/
Cc1ccc(N=CC2=C(O)CC(c3cccc(Cl)c3)CC2=O)cc1 (stereo not given)	-13	/	0.5	/	-5	/	-7	/
CC(C)(CNC(=O)CC1C(=O)NCCN1Cc1cccc(F)c1)N1CCOCC1 (stereo not given)	-24	0	0.0	2.0	2	13	-10	-2
Cc1noc(C)c1C(=O)Nc1ccc(C#N)cc1	-8	-14	0.0	0.9	-2	3	-13	-1
CCc1ccc([C@@H]2CC=C(C(=O)O)[C@H](c3ccc(C)cc3)N2S(=O)(=O)c2ccc(C)cc2)cc1	-5	2	-0.1	0.9	/	-20	16	-3
C[C@@H]1CCCCO[C@@H](CN(C)C(=O)Nc2ccc(C(F)(F)F)cc2)[C@H](C)CN([C@H](C)CO)C(=O)c2cc(NC(=O)Nc3ccc(F)cc3)ccc2O1	10	-8	0.1	6.8	5	15	0	-2
Cc1ccc(C(=O)NC(=S)Nc2ccc(NC(=O)c3cccc(Cl)c3)cc2)cc1	14	8	0.0	/	-1	3	-3	20
COc1ccc2c3c(c(=O)oc2c1OCC(=O)O)CCCC3	-8	/	0.5	/	-59	/	6	/
O=C(CSc1n[nH]c(=O)n1C1CC1)c1c[nH]c2ccccc12	-110	1	0.0	0.8	-3	5	-4	8
COCCCC1CCN(C(=O)C2CCC(=O)N(CCCc3ccccc3)C2)CC1 (stereo not given)	-19	0	0.3	-0.1	0	/	/	18
CCC(=O)N1[C@H](CO)[C@H](c2ccccc2)C12CN(C(=O)c1ccc(F)cc1)C2	1	/	0.3	-1.3	-3	-1	/	/
COc1cc(/C=C2/SC(=Nc3ccc(O)cc3)NC2=O)ccc1O	-33	/	0.4	6.2	0	39	4	/
CCOc1cc(/C=N/NC(=O)c2ccc(CN3CCOCC3)cc2)ccc1OC	-17	/	0.0	-2.7	2	8	/	/
COc1ccc(-c2ccc([C@@H]3[C@@H](C#N)N[C@@H]3CO)cc2)cc1	-18	1	0.4	-3.7	1	2	9	4
O=C(c1nc2ccccn2c1CN1CCC(Cc2ccccc2)CC1)N1CCCC1	-10	2	0.0	0.9	-3	-18	5	0
CC(C)NC(=O)c1ccc2c(c1)N(CC(=O)N1CCCCC1)C(=O)C(C)(C)O2	-14	12	0.1	2.5	-3	18	-2	-1
Additional records:
SMILES	RAD52 inh	RAD54 branch	Xi reactivation	F508del corr	ERAP1 HTS inh	GSIS activator	ARNT TACC3 PPI	esBAF inh
CN1CCN(CCCCOc2ccc(Br)cc2)CC1	14	-2	0.0	-0.6	-9	/	-18	12
COc1ccc(C(=O)NC(=S)NNC(=O)c2c(-c3ccccc3)noc2C)cc1OC	-14	6	0.2	0.6	1	/	7	/
CN(c1ccccc1)S(=O)(=O)c1ccc(C(=O)NCc2ccccc2F)cc1	-47	12	-0.1	0.3	2	-13	/	-1
Cc1ccc2c(c1)[C@@H]1[C@H](CO2)[C@H](c2ccccc2)[C@]2(C)C(=O)N[C@H](C)C(=O)N12	-9	-17	-0.2	2.2	-3	9	-5	-1
ClCc1nnc(-c2cc3c(s2)CCCC3)o1	-1	/	0.2	-5.6	0	/	-1	/
COc1ccc(-c2nc3ccc(C)cn3c2Cc2ccccc2C(F)(F)F)cc1OC	-25	/	0.3	-0.7	/	-6	/	/
C[C@H](CO)N1C[C@H](C)[C@H](CN(C)C(=O)NC2CCCCC2)Oc2ccc(NC(=O)Nc3ccccc3)cc2CC1=O	-5	-8	-0.8	2.9	2	-25	-17	0
COc1ccccc1NC(=O)/C=C/C(=O)O	-8	2	-0.1	0.0	1	0	0	-4
CC(NC(=O)CCCOc1ccc(Cl)cc1)c1ccccc1 (stereo not given)	/	-8	0.3	/	/	-29	0	/
C=CCOC(=O)C1C(=O)CC(C)(O)C(C(=O)OCC=C)C1c1ccc(N(C)C)cc1 (stereo not given)	-9	-2	0.3	-0.1	0	-7	2	-1
Cc1cc(C)n(-c2nc(C(=O)O)cs2)n1	-8	/	0.0	-0.7	11	1	4	/
